MrgX1 allo act – positive allosteric modulators of MrgX1, primary screen, HEK293 cells, Fluo-4 calcium flux | Mas-related G-protein coupled receptor member X1 (Homo sapiens), Q96LB2 | FDSS; stronger effect = higher value | actives 0.63% (n = 310,000) | B-score at 10 µM;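 active = plate-corrected calcium response at least 3 library SD above typical, normal starting fluorescence, not activating the receptor alone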;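 note: compound read alongside a low EC10 to EC30 dose of BAM8-22 agonist; peak minus trough fluorescence over baseline measured at the second addition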
TRPC4 inh – inhibitors of mouse TRPC4 channel, primary screen, Fluo4 calcium, HEK293 TRPC4beta/mu-opioid cells | Short transient receptor potential channel 4 (Mus musculus), Q9QUQ5 | DAMGO-evoked Fluo4 calcium flux; stronger effect = lower value | B-score at 10 µM | actives 0.39% (n = 300,000);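 active = B-score over 3 SD under the library average, no early fluorescence shift, positive overall ratio signal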
Target sequence (Q9QUQ5 whole entry, looked up): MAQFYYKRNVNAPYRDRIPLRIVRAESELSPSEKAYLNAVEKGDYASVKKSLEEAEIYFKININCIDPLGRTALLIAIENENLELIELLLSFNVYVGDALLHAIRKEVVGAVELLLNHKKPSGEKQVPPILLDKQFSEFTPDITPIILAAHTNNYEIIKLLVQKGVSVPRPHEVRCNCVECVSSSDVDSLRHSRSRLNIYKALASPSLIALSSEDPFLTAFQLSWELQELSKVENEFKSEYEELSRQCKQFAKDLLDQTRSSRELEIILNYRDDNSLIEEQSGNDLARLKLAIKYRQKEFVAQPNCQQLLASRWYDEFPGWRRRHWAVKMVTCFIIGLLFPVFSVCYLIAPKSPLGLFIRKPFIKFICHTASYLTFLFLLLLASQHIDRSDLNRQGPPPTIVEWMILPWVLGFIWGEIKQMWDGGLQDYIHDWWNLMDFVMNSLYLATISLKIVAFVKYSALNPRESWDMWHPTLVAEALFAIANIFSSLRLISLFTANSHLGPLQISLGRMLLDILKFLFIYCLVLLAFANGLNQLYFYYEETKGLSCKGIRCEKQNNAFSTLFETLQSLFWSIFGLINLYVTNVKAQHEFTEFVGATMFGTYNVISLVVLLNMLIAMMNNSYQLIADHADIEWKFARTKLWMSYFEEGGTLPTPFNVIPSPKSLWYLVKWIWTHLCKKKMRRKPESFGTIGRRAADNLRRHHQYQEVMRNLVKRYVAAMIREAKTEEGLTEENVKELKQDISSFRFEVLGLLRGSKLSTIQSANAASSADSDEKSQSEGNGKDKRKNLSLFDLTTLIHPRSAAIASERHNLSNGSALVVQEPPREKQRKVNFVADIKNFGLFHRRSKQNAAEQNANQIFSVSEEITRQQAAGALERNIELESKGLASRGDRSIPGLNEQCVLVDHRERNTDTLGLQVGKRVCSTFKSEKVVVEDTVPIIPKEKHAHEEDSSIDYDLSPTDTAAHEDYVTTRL
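Assay system: TRPC4beta/mu-opioid receptor HEK293 cell line; compound dosing: single concentration per test compound; detection: Fluo4 Ca2+ flux fluorescence; evaluation: per-well B score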
ANO1 block – TMEM16A chloride channel inhibitors, primary screen, cell-based, HTS. AID 588511, 2011. normalized B-score (activity score, 25-100; higher = stronger inhibition) at 10 µM. actives 1.2% (n = 310,000). Anoctamin-1 (Mus musculus), Q8BHY3. HEK293 TMEM16A/YFP iodide influx fluorescence, ionomycin;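 active = ratio plate-corrected score three or more library SD toward inhibition, starting fluorescence score within five deviations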;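 note: score derived from kinetic fluorescence span divided by baseline fluorescence per well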
RGS4 block – RGS4 inhibitors, primary screen, cell-based, HEK293 M3R inducible RGS4, calcium flux | AID 463165, 2010 | B-score at 10 µM | actives 0.45% (n = 310,000) | Fluo-4 calcium flux; stronger effect = higher value; triggered by carbachol at its EC20;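 active = B-score, a plate-corrected calcium signal, over three deviations above library mean, with baseline fluorescence within five deviations of library mean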;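 note: RGS4 expression induced by doxycycline in cells with stable M3 receptor; B-score is computed from the integrated fluorescence ratio over baseline after carbachol; higher B-score means a larger calcium signal and so more RGS4 inhibition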
TRPC4 potent – positive allosteric modulators of TRPC4, primary screen, cell-based, mouse TRPC4beta, HEK293 mu-opioid, Fluo-4 calcium; Short transient receptor potential channel 4 (Mus musculus), Q9QUQ5; DAMGO EC20, Fluo-4 Ca2+ flux; stronger effect = higher value; B-score at 10 µM; actives 0.42% (n = 310,000);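 active = B-score of calcium response area above 5 SD of library B-scores, with initial fluorescence ratio within 5 SD of library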;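 note: B-score of integrated fluorescence ratio over time as area under calcium response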
TRPC4 agonist – activators of mouse TRPC4 channel, primary screen, Fluo4 calcium, HEK293 TRPC4beta/mu-opioid cells; Short transient receptor potential channel 4 (Mus musculus), Q9QUQ5; Fluo4 calcium fluorescence; stronger effect = higher value; B-score at 10 µM; actives 0.49% (n = 310,000); AID 2237, 2010;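 active = B-score above 5 SD of library B-scores, and initial fluorescence ratio not above library mean plus 5 SD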;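 note: positive B-score marks a calcium rise read as TRPC4 activation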
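System – HEK293 cells stably co-expressing mouse TRPC4beta and mu-opioid receptor · Signal – Fluo4 calcium-sensitive dye fluorescence, kinetic, 1 Hz baseline · Benchmarks – buffer (low) and maximal DAMGO (high) · Read-out – B score of integrated fluorescence ratio per well · Incubation – dye loading 45 min room temperature, 110 s kinetic read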
TRPC6 inhibitor – mouse TRPC6 channel inhibitors, primary screen, cell-based, HEK293, membrane potential dye | Short transient receptor potential channel 6 (Mus musculus), Q61143 | ACh-evoked depolarization; stronger effect = lower value | B-score at 10 µM | actives 1.1% (n = 310,000) | AID 2553, 2010;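 active = B-score under library mean minus 3 SD, initial fluorescence not abnormally high, positive integrated signal ratio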;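 note: B-score derived from integrated fluorescence ratio over the kinetic read; more negative B-score means stronger inhibition of depolarization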
MrgX1 antag – antagonists of human MrgX1 receptor, primary screen, HEK293 cells, Fluo-4 calcium flux. Mas-related G-protein coupled receptor member X1 (Homo sapiens), Q96LB2. BAM8-22 antagonism; stronger effect = lower value. B-score at 10 µM. actives 1.3% (n = 310,000). AID 588676, 2011;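 active = calcium-response B-score plate-corrected more than 3 library SD below zero, starting fluorescence within 5 deviations, no agonist response on first addition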;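 note: peak minus trough fluorescence over baseline after final BAM8-22 challenge near maximal dose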
MrgX1 agonist – agonists of human MrgX1 receptor, primary screen, HEK293 cells, Fluo-4 calcium flux | Mas-related G-protein coupled receptor member X1 (Homo sapiens), Q96LB2 | Fluo-4 calcium fluorescence, agonist mode; stronger effect = higher value | B-score at 10 µM | actives 0.44% (n = 310,000);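 active = calcium response B-score plate-corrected fluorescence ratio at least 3 library SD, with starting fluorescence B-score inside 5 SD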
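Test system: HEK293 cells stably expressing human MrgX1 receptor; amount: 15,000 cells per well; doses: compound delivered in addition one of three; times: overnight plating before 1 h dye loading; detection: Fluo-4 NW calcium-flux fluorescence, kinetic read; read-out basis: B-scored fluorescence response ratio; controls: positive and negative controls per plate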
TRPC6 act – mouse TRPC6 channel activators, primary screen, cell-based, HEK293, membrane potential dye; AID 2550, 2010; actives 0.13% (n = 310,000); B-score at 10 µM; HEK293-TRPC6 membrane potential dye fluorescence; stronger effect = higher value; Short transient receptor potential channel 6 (Mus musculus), Q61143;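 active = B-score of the integrated fluorescence ratio above library mean plus 3 SD, and starting fluorescence ratio within library mean plus 5 SD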;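 note: higher score means more depolarization so channel activation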
ANO1 activ – TMEM16A chloride channel activators or potentiators, primary screen, cell-based, HTS; Anoctamin-1 (Mus musculus), Q8BHY3; HEK293 TMEM16A/YFP-H148Q/I152L, iodide quench fluorescence; stronger effect = lower value; B-score at 10 µM; actives 0.3% (n = 340,000);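 active = fluorescence-ratio B-score plate-corrected deviation score at least 3 library SD below zero, with starting fluorescence score within 5 deviations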;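 note: channel opened by trigger with iodide after compound preincubation; score built on the fluorescence ratio of max minus min over baseline; more negative score means more quench and so TMEM16A activation or potentiation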
* hit, by the source's call; i = inactive; nt = not tested or not shown. Rows were taken by chance. Share with any hit: about 5.8%.

Below each SMILES – MrgX1 allo act | TRPC4 inh | ANO1 block | RGS4 block | TRPC4 potent | TRPC4 agonist | TRPC6 inhibitor | MrgX1 antag | MrgX1 agonist | TRPC6 act | ANO1 activ
CCCN1CCC(NC(=S)Nc2ccc(C(=O)OCC)cc2)CC1
    i | i | i | i | i | i | i | i | i | i | i
CCCCCCC(C)OC(=O)c1ccccc1C(=O)O (stereo not given)
    i | i | i | i | i | i | i | i | i | i | i
Cn1c(SCc2ccccc2Br)nc2ccccc2c1=O
    i | i | i | i | i | i | i | i | i | i | i
COc1cc(OC)cc(C(=O)NCCCN2CCN(CCCNC(=O)c3cc(OC)cc(OC)c3)CC2)c1
    i | i | i | i | i | 119* | i | i | i | i | i
Cc1ccccc1C(=O)Nc1ccc2c(c1)nc(CCNC(=O)c1ccco1)n2C
    i | i | i | i | i | i | i | i | i | i | i
O=C(NCc1ccc2c(c1)OCO2)c1cc(-c2ccccc2)c(N2CCOCC2)s1
    i | i | i | i | i | i | i | i | i | i | i
COc1ccc(-c2nsc(SCC(=O)NCc3ccc4c(c3)OCO4)n2)cc1
    i | i | i | i | i | i | i | i | i | i | i
COc1cccc(-c2nn(C)c3sc(C(=O)N4CCN(c5ccccc5)CC4)cc23)c1
    i | i | i | i | i | i | i | i | i | i | i
S=c1[nH]nc(NCCCN2CCOCC2)s1
    i | i | i | i | i | i | i | i | i | i | i
COC(=O)c1ccc(C(=O)N2CCCC(CNC(=O)c3ccccc3Cl)C2)cc1 (stereo not given)
    i | i | i | i | i | i | i | i | i | i | i
COc1ccc(CCNc2cc(N3CCN(C(=O)c4ccc(C)cc4)CC3)ccc2[N+](=O)[O-])cc1OC
    i | i | i | i | i | i | i | i | i | i | nt
CC(CC(=O)NCc1ccc(Cl)cc1)S(=O)(=O)c1ccc2c(c1)NC(=O)CO2 (stereo not given)
    i | i | i | i | i | i | i | i | i | i | i
C(#CCN1CCCC1)CC(c1ccccc1)c1ccccc1
    i | i | i | i | i | i | -8.6* | i | i | i | i
O=C(CCCC(=O)OCC(Cl)=C(Cl)Cl)Nc1cccc2ccccc12
    i | i | i | i | i | i | i | i | i | i | i
COc1cccc(/C=N/NC(=O)c2ccc(=O)[nH]n2)c1O
    i | i | i | i | i | i | i | i | i | i | i
COc1cccc2sc(NNC(=O)C3COc4ccccc4O3)nc12 (stereo not given)
    i | i | i | i | i | i | i | i | i | i | i
C/C(N)=C(/C#N)C(=O)CSc1nncn1-c1ccccc1
    i | i | i | i | i | i | i | i | i | i | i
OCc1c(OCc2cccc(F)c2)ccc2ccccc12
    i | i | i | i | i | i | i | i | i | i | i
Cc1ccc(C2=NN(CCC#N)C(=O)CO2)cc1
    i | i | i | i | i | i | i | i | i | i | i
CCOC(=O)Cn1c2ccccc2c2nc3ccccc3nc21
    i | i | i | i | i | i | i | i | i | i | i
CSc1ccccc1NC(=O)CSCc1ccc(C)cc1
    i | i | i | i | i | i | i | i | i | i | -20*
O=C(O)c1ccccc1N(Cc1ccccc1)C(=O)COc1ccccc1
    i | i | i | i | i | i | i | i | i | i | i
Cc1ccc(C)c(-n2nnnc2Sc2nnnn2-c2ccccc2)c1
    i | i | i | i | i | i | i | i | i | i | i
COc1ccccc1NC(=S)NCc1ccc(S(N)(=O)=O)cc1
    i | i | i | i | i | i | i | i | i | i | i
O=C(CCNC(=O)c1ccc(Cl)cc1)Nc1ccc(Cl)cc1F
    i | i | i | i | i | i | i | i | i | i | i
Cc1cc(C)cc(NC(=O)CSc2nnc(-c3ccncc3)o2)c1
    i | i | i | i | i | i | i | i | i | i | i
COc1ccc(CCNC(=O)c2ccc(-c3ccc([N+](=O)[O-])cc3)o2)cc1OC
    i | i | i | i | i | i | i | i | i | i | i
CCOC(=O)CCC(=O)O[C@H]1[C@H](O[C@@H]2[C@@H](C)[C@H](O[C@H]3C[C@@](C)(OC)[C@@H](O)[C@H](C)O3)[C@@H](C)C(=O)O[C@H](CC)[C@@](C)(O)[C@H](O)[C@@H](C)C(=O)[C@H](C)C[C@@]2(C)O)O[C@H](C)C[C@@H]1N(C)C
    i | i | i | i | i | i | i | -11* | i | i | i
COc1ccc(C(=O)Nc2ccc(-c3n[nH]c(=S)o3)cc2)cc1
    i | i | i | i | i | i | i | i | i | i | i
Cc1ccc(C)c(S(=O)(=O)N/N=C/c2cccnc2)c1
    i | i | i | i | i | i | i | i | i | i | i
COc1ccc(C(CNC(=O)c2ccc(S(=O)(=O)Nc3ccc(F)cc3)cc2)N(C)C)cc1 (stereo not given)
    i | i | i | i | i | 66* | i | i | i | i | i
COc1ccc(-c2nn(-c3ccccc3)cc2C(=O)NCC(c2cccs2)N2CCOCC2)cc1 (stereo not given)
    i | i | i | i | i | i | i | i | i | i | i
O=[N+]([O-])c1cccnc1Oc1cccnc1
    i | i | i | i | i | i | i | i | i | i | i
O=C(O)C1C2C=CC(C2)C1C(=O)NCc1ccc(Cl)c(Cl)c1 (stereo not given)
    i | i | i | i | i | i | i | i | i | i | i
C=CCn1c(CSc2nc3ccccc3s2)n[nH]c1=S
    i | i | i | i | i | i | i | i | i | i | i
O=C1COc2ccc(C(=O)COC(=O)c3sc4ccccc4c3Cl)cc2N1
    i | i | i | i | i | i | i | i | i | i | i
COc1ccccc1C(=O)Nc1ccnn1C1CCN(Cc2cn(C)c3ccccc23)CC1
    i | i | i | i | i | i | i | i | i | i | i
CC(CCc1ccccc1)NC(=O)/C=C/c1ccc(F)cc1 (stereo not given)
    i | i | i | i | i | i | i | i | i | i | nt
Cc1ccc(S(=O)(=O)N2[C@@H](c3ccccc3F)C(C(=O)O)=CC[C@H]2c2ccc(C(C)C)cc2)cc1
    i | nt | 100* | nt | nt | nt | nt | i | i | nt | i
N#Cc1cn(CCOC(=O)c2cccc(C(F)(F)F)c2)c(=O)[nH]c1=O
    i | i | i | i | i | i | i | i | i | i | i
O=c1c2ccccc2c(=O)n(Cc2ccccc2)n1Cc1ccccc1
    i | i | i | i | i | i | i | i | i | i | i
COC(=O)c1ccc(Oc2coc3cc(OCc4ccc([N+](=O)[O-])cc4)ccc3c2=O)cc1
    i | i | i | i | i | i | i | i | i | i | i
Cc1cccc(NS(=O)(=O)c2cccc(C(=O)NCC3(N4CCCCC4)CCCCC3)c2)c1
    i | i | i | i | i | i | -5* | i | i | i | i
O=C(CSc1nnnn1-c1ccccc1F)Nc1nc2ccccc2s1
    i | i | i | i | i | i | i | i | i | i | i
Cc1ccc(C(=O)NNc2nc3ccccc3nc2C(F)(F)F)cc1
    i | i | i | i | i | i | i | i | i | i | i
Cc1c(NS(=O)(=O)c2ccc(Cl)c(C(=O)OCC(=O)NCc3ccco3)c2)c(=O)n(-c2ccccc2)n1C
    i | i | i | i | i | i | i | i | i | i | i
COC(=O)c1cc(S(=O)(=O)NCc2cccs2)c[nH]1
    i | i | i | i | i | i | i | i | i | i | i
CC(=O)Nc1ccc(S(=O)(=O)Nc2ccccc2C(=O)NCc2cccnc2)cc1
    i | i | i | i | i | i | i | i | i | i | i
CC(C)C[C@H](NC(=O)N1CCn2c1nc1ccccc12)C(=O)NCCc1ccccc1
    i | i | i | i | i | i | i | i | i | i | i
CC(C)CC1=NC(C(F)(F)F)(C(F)(F)F)c2c(n(CC(C)C)c(=O)[nH]c2=O)N1
    i | i | i | i | i | i | i | i | i | i | i
CCC(=O)n1nc(-c2ccc(OC)cc2)nc1NCc1cccs1
    nt | i | nt | i | i | i | i | nt | nt | i | i
Brc1ccc(CSc2nccn2-c2ccccc2)cc1
    i | i | i | i | i | i | i | i | i | i | i
O=C(CCC(=O)c1cccs1)Nc1nnc(C2CC2)s1
    i | i | i | i | i | i | i | i | i | i | i
O=C(O)c1cc2ncc(CCO)cn2n1
    i | i | i | i | i | i | i | i | i | i | i
COc1ccc(NC(=O)COC(=O)c2ccc(OCc3ccc(Cl)cc3Cl)c(OC)c2)c(OC)c1
    i | i | i | i | i | i | i | i | i | i | i
O=C(c1ccc2ncsc2c1)N1CCN(c2nc3ccccc3s2)CC1
    i | i | i | i | i | i | i | i | i | i | i
CCC(c1nnc(SCC(=O)Nc2c(F)cccc2F)n1Cc1ccccc1)N(C)C (stereo not given)
    i | i | i | i | i | i | i | i | i | i | i
CN(C(=O)CC1C(=O)NCCN1Cc1ccc(F)cc1)C1CCOCC1 (stereo not given)
    i | i | i | i | i | i | i | i | i | i | i
COc1cc(OC)cc(-c2cc3nc(C)c(CCC(=O)Nc4nc(C)cs4)c(C)n3n2)c1
    i | i | i | i | i | i | i | i | i | i | i
COc1cc(Br)cc(CN2CCN(c3ncccn3)CC2)c1O
    i | i | i | i | i | i | i | i | i | i | i
Cc1cc(=O)[nH]c(N=N/C(=N/Nc2ccccc2C)c2ccccc2)n1
    i | i | i | i | i | i | i | i | i | i | i
CC(O)[C@H]1CN=C(N)N1CCc1cc(C(F)(F)F)cc(C(F)(F)F)c1 (stereo not given in full)
    i | i | i | i | i | i | i | i | i | i | i
Cc1nn(-c2ccccc2)c(Cl)c1/C=N/NS(=O)(=O)c1ccc(Br)cc1
    i | i | i | i | i | i | i | i | i | i | i

Source: PubChem (Johns Hopkins Ion Channel Center)
